Mcl1-Bid inh – disrupts binding of human Mcl-1 to Bid peptide; TR-FRET Mcl-1/Bid-Dy647 peptide binding, 1536-well; inhibition, % at 21.7 µM; actives 0.97% (n = 220,000); AID 1021;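 active = compounds that cut the binding signal by more than half at the single screening dose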;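 also: His-tagged Mcl-1 with europium anti-His antibody binding Bid BH3 peptide; 0% = Mcl-1 plus peptide wells and 100% = peptide-only wells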
Target sequence (Q07820 whole entry, looked up): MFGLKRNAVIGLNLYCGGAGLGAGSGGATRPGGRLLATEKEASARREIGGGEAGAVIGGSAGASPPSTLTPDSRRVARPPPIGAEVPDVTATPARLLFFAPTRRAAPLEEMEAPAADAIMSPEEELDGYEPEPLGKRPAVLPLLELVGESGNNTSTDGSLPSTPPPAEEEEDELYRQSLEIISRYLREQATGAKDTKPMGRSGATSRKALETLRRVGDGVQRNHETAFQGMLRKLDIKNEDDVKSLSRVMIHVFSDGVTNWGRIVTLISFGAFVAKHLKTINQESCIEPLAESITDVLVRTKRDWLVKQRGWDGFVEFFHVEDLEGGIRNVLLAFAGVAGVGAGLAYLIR
Cdc42 wt GTP – human Cdc42 wildtype GTP binding change, either direction. P60953. actives 0.2% (n = 190,000). GST-Cdc42 beads, Bodipy-GTP binding, flow cytometry; actives lie on both sides. percent activity (GTP binding), % at 10 µM;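 active = percent activity GTP binding at least 20 points away from the 100% baseline, either down as inhibitor or up as activator; inconclusive = compound flagged as likely green fluorescent from well-wide comparison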;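 also: median bead fluorescence of bound Bodipy-FL-GTP at 100 nM; 0% = excess unlabeled GTP control and 100% = no compound control; below 100% means less GTP binding so inhibitor and above means activator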
Target sequence (P60953 whole entry, looked up): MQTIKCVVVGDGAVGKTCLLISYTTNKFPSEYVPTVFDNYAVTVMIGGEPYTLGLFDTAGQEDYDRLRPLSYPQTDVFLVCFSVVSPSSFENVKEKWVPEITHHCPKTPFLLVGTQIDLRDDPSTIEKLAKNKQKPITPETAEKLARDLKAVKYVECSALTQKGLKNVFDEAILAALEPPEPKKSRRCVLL
Rac1 wt modul – human Rac1 wildtype GTP binding, inhibitors and activators | P63000 | GST-Rac1 beads, fluorescent GTP binding, flow cytometry; actives lie on both sides; 0 = cold GTP competed, 100 = untreated | GTP binding activity (% of control), % at 10 µM | actives 0.27% (n = 190,000);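 active = GTP binding activity at least 20 points away from the 100% control level, either lower or higher; inconclusive = compound flagged as likely green fluorescent, judged across all proteins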
Mcl1 Noxa PPI – disrupts binding of human Mcl-1 to Noxa peptide. inhibition, % at 21.7 µM. AID 1022. Q07820. TR-FRET Mcl-1/Noxa peptide binding, 2 h. actives 1.5% (n = 220,000);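 active = compounds that cut the protein-peptide binding signal by more than 50% relative to plate controls in a single-dose test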;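 also: His-tagged Mcl-1 with rhodamine Noxa BH3 peptide and terbium anti-His antibody; 0% = Mcl-1 plus Noxa peptide wells and 100% = peptide-only wells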
Pf gametocyte – P. falciparum stage V gametocyte viability inhibition; P. falciparum stage V gametocytes, ATP luminescence, 24 h; inhibition, % at 10.9 µM; actives 0.065% (n = 150,000);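 active = inhibition above the mean plus 3 SD of compounds within the control limits, set per campaign, cut at about 38% in these data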;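 also: 0% = DMSO wells and 100% = medium only without gametocytes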
Rab2A wt mod – changes GTP binding to wildtype dog Rab2A, up or down | AID 760 | GTP binding activity, % at 10 µM | actives 0.19% (n = 190,000) | GST-Rab2 wt beads, Bodipy-GTP binding, flow cytometry;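 active = GTP binding activity at least 20 points away from 100%, either lowered or raised; inconclusive = signal likely due to the compound's own green fluorescence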;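 also: 0% = beads with excess unlabeled GTP and 100% = no-compound control corrected for plate trend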
HRas wt GTP – modulators of GTP binding to human HRas wildtype | P01112 | GST-Ras wt beads, Bodipy-FL-GTP binding, flow cytometry; actives lie on both sides | actives 0.14% (n = 190,000) | AID 759 | GTP binding activity, % at 10 µM;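 active = GTP binding activity at least 20% away from the 100% baseline, either lowered as inhibitor or raised as activator; inconclusive = flagged as likely green fluorescent, judged across all proteins in the well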;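 also: 0% = unlabeled GTP competition control and 100% = no-compound control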
Target sequence (P01112 whole entry, looked up): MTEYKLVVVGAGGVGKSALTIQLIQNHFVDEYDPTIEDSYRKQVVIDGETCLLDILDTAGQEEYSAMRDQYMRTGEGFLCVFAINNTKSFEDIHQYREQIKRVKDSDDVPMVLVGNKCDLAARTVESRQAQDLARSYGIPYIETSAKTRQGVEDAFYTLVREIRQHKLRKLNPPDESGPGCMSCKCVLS
Bim-Mcl-1 – human Bim-Mcl-1 interaction inhibition. Bead-based flow cytometry, Bim peptide-Mcl-1 binding. inhibition, % at 10 µM. actives 0.1% (n = 190,000). AID 1009; in the data active = inhibition above about 40%;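 also: 0% = no compound tracer wells and 100% = peptide blocker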
Rac1 mut GTP – modulators of GTP binding to human Rac1 activated mutant | actives 0.11% (n = 190,000) | GST-Rac1 activated beads, fluorescent GTP binding, flow cytometry; actives lie on both sides; 100% means binding = to untreated wells | P63000 | percent activity (GTP binding), % at 10 µM | AID 764;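 active = GTP binding at least 20 percentage points away from the 100% baseline, in either direction, so actives lie on both sides; inconclusive = Compound likely fluorescent itself, or too few beads counted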
Avidin bead fluor – compound fluoresces at 488/530 nm on avidin beads; compound fluorescence 488/530 nm, flow cytometry; hits give high values; fluorescence (KMESF) at 10 µM; actives 0.38% (n = 220,000); in the data active = fluorescence above about 47; also: inactives centre near 10
Rab7 wt modul – modulators of GTP binding to dog Rab7 wildtype GTPase; GST-Rab7 beads, fluorescent GTP binding, flow cytometry; actives lie on both sides; untreated = 100%, excess cold GTP = 0%; GTP binding activity (percent of control), % at 10 µM; actives 0.055% (n = 190,000); AID 758;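 active = fluorescent GTP binding to Rab7 beads changed by at least 20 points from the 100% baseline, either direction, mostly lower; inconclusive = compound itself probably fluorescent, or too few beads counted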;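 also: median green fluorescence of bound Bodipy-FL-GTP per Rab7 bead population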
* marks the source's active call; other numbers are inactive results; ? = inconclusive; nt = no result given. Random draw from the library. About 2.7% of those tested had a hit in this group.

SMILES	Mcl1-Bid inh	Cdc42 wt GTP	Rac1 wt modul	Mcl1 Noxa PPI	Pf gametocyte	Rab2A wt mod	HRas wt GTP	Bim-Mcl-1	Rac1 mut GTP	Avidin bead fluor	Rab7 wt modul
O=C(Nc1cccc(C(F)(F)F)c1)C1C2CC3OC(=O)C1C3C2 (centres undefined)	-19	105	108	-11	-1	104	99	-5	102	18	98
COc1cccc(CN2CCN(C(=O)c3cccc4ccccc34)CC2)c1OC	11	98	96	15	9	97	99	-1	95	6	95
CS(=O)(=O)NN1C(=O)c2ccccc2NC1c1ccccc1O (centres undefined)	-1	98	101	20	16	99	100	1	99	14	100
CCOC(=O)C1=C(N)n2c(s/c(=C\c3ccco3)c2=O)=C(C(=O)OC(C)C)C1c1ccco1 (centres undefined)	-17	98	100	7	-13	96	98	-3	99	26	98
CCN1CCN(CC(=O)NC2CCCCC2)C(=O)C1=O	-6	103	105	9	nt	99	103	0	100	8	101
O=C(COc1ccc(-n2ccnc2)cc1)Nc1cccc(Cl)c1	-11	103	99	6	-9	102	99	-3	99	9	105
CCOc1ccc(C(=O)NCc2ccco2)cc1	-25	?	?	3	-19	?	?	-2	?	6	?
CC(=O)c1cc(C#N)c(SCc2ccccc2)nc1C	-10	99	102	-6	nt	95	99	-8	95	25	99
COc1cccc(CNC(=O)c2cc(COc3c(F)cccc3F)on2)c1	-43	91	95	10	-2	96	95	0	94	8	100
N#Cc1nc(Cc2ccccc2)oc1N1CCCC1	1	95	90	13	-11	91	94	-4	93	11	90
C=CCNC(=S)Nc1cccc2[nH]ncc12	-15	94	94	1	-12	95	94	0	95	10	88
CN1C(=O)C(CC(N)=O)N(NC(=O)c2ccc(Cl)cc2)C1=S (centres undefined)	-36	93	91	-5	5	95	93	-3	95	23	93
CCc1cccc(OCCOCCN2CCCC2)c1	31	99	102	20	nt	99	100	0	99	10	96
Cc1cccc(N=Nc2c(C)nn(-c3ccccc3)c2N)c1C	-9	100	101	1	3	99	101	-1	99	4	101
Cc1cc(/C=C(\C#N)c2nnc(N3CCOCC3)n2-c2ccccc2)c(C)n1-c1ccccc1	-20	99	103	1	nt	98	101	0	98	12	99
COc1ccc(CCC(=O)NCc2cnn(C)c2)cc1	-19	104	107	-7	nt	101	101	0	99	15	103
Cc1ccc(OCC(=O)N2CCc3ccccc3C2)c([N+](=O)[O-])n1	15	95	94	5	18	95	94	0	98	14	96
O=C(N/N=C1\CC2CC=CC12)c1ccccc1Cl (centres undefined)	-3	95	97	14	nt	95	96	0	97	7	94
CNC(=S)N1CCC(n2cnc3ccccc32)CC1	-44	101	102	20	4	99	96	2	101	13	95
O=c1cc(-c2ccccc2Cl)oc2c([N+](=O)[O-])c(O)cc(O)c12	15	97	99	-8	nt	97	95	2	94	11	102
CC(C)(C)NC(=O)C(=O)NNC(=O)c1ccccc1	-13	102	98	-13	4	98	99	0	95	8	96
CCN(N)C(=S)Nc1ccc(F)cc1	-33	100	100	11	-10	100	99	-5	99	25	102
CCOCC(=O)Nc1c(C(=O)Nc2ccc3c(c2)OCCO3)oc2ccccc12	-23	93	94	-8	-10	96	98	-25	94	25	102
Cc1ccc(-c2ccc(SCC(=O)N3CCc4ccccc43)nn2)cc1	11	102	103	-12	nt	100	101	-2	97	13	99
CC1CC1C(=O)Nc1nc(-c2ccccc2)cs1 (centres undefined)	-31	98	102	-9	nt	100	100	0	97	9	99
COc1ccc(S(=O)(=O)N2CCCC2C(=O)Nc2nc3c(s2)CCCC3)cc1 (centres undefined)	1	101	105	3	nt	104	102	-3	99	15	104
Cc1cccc(Oc2ncnc3onc(C)c23)c1C	4	100	102	-11	-3	98	100	-3	97	4	101
CNc1nc(SCc2ccccc2Cl)nc2c1CCCC2	3	99	96	20	nt	98	100	-3	98	42	98
CCCNC(=O)CCc1c(C)nc2nc(-c3cc(OC)cc(OC)c3)nn2c1C	-11	98	100	-1	nt	99	102	0	95	14	101
CC(=O)C1C(c2cccc(F)c2)NC(=O)NC1(O)C(F)(F)F (centres undefined)	-17	100	99	4	-3	96	97	0	95	8	96
CC(=O)Nc1ccc(S(=O)(=O)N2CCN(C(=O)c3ccccc3F)CC2)cc1	-7	97	100	1	-8	99	97	-1	95	3	97
COC(=O)C1CSc2[nH]c(=O)sc2C1c1ccc(OC)c(OC)c1 (centres undefined)	-61	104	99	18	nt	104	103	-4	101	9	98
NC(=O)C1CCN(C(c2ccccc2)c2nnnn2C2CCCC2)CC1 (centres undefined)	-8	101	106	2	15	101	101	0	99	4	99
O=S(=O)([N-]c1nc2ccccc2nc1-[n+]1ccc(-c2ccncc2)cc1)c1ccccc1	-19	94	95	21	-7	94	91	2	96	24	93
O=c1c(Cl)c(NCc2ccc(F)cc2)cnn1C12CC3CC(CC(C3)C1)C2	1	97	106	-10	-2	103	104	-3	101	14	104
CC(C)[C@H]1CN(C)CCN1Cc1cn(C)nc1-c1cccc(Cl)c1	1	99	101	12	6	100	100	-2	97	8	101
Cc1ccc(S(=O)(=O)CC(=O)Nc2ccc(S(=O)(=O)Nc3onc(C)c3C)cc2)cc1	27	96	97	31	nt	96	97	0	95	32	95
CC(C)/C=C1\CCCCC1N(C)C(=O)NC(C)C (centres undefined)	-4	99	103	-2	nt	100	99	-4	99	5	97
Cn1nnc2cc(C(=O)Nc3cccnc3)ccc21	-12	103	103	49	nt	104	102	0	101	6	104
O=C1c2ccccc2-n2c1nc1ccccc1c2=O	-14	81	77*	11	nt	82	82	9	88	13	97
O=C(COc1cccnc1[N+](=O)[O-])N1CCc2ccccc21	-5	97	102	25	-6	97	98	0	96	11	102
COc1cc2c(cc1OC)C(C1C(=O)CC(C)CC1=O)N(C(=O)CCl)CC2 (centres undefined)	-17	96	98	9	8	97	95	1	97	6	99
CCOC(=O)N1CCC(NC(=O)c2cccc3c2C(=O)N(CCOC)C3)CC1	-6	106	106	-8	nt	104	103	0	102	7	101
CCN(CC)C(=O)C1CC(=O)N(c2ccc(OC)cc2)C1c1ccc(OC)cc1 (centres undefined)	6	99	99	6	nt	100	99	-1	99	31	97
Cc1c(NC(=O)c2cccc(NC(=O)c3ccco3)c2)cccc1C(=O)O	-6	98	98	17	nt	99	100	-4	93	27	99

A second format for some results above:
Screens in order – Mcl1-Bid inh	Cdc42 wt GTP	Rac1 wt modul	Mcl1 Noxa PPI	Pf gametocyte	Rab2A wt mod	HRas wt GTP	Bim-Mcl-1	Rac1 mut GTP	Avidin bead fluor	Rab7 wt modul
CC(=O)Nc1ccc(S(=O)(=O)N2CCN(C(=O)c3ccccc3F)CC2)cc1
    -7	97	100	1	-8	99	97	-1	95	3	97
COC(=O)C1CSc2[nH]c(=O)sc2C1c1ccc(OC)c(OC)c1 (centres undefined)
    -61	104	99	18	nt	104	103	-4	101	9	98
NC(=O)C1CCN(C(c2ccccc2)c2nnnn2C2CCCC2)CC1 (centres undefined)
    -8	101	106	2	15	101	101	0	99	4	99
O=S(=O)([N-]c1nc2ccccc2nc1-[n+]1ccc(-c2ccncc2)cc1)c1ccccc1
    -19	94	95	21	-7	94	91	2	96	24	93
O=c1c(Cl)c(NCc2ccc(F)cc2)cnn1C12CC3CC(CC(C3)C1)C2
    1	97	106	-10	-2	103	104	-3	101	14	104
CC(C)[C@H]1CN(C)CCN1Cc1cn(C)nc1-c1cccc(Cl)c1
    1	99	101	12	6	100	100	-2	97	8	101
Cc1ccc(S(=O)(=O)CC(=O)Nc2ccc(S(=O)(=O)Nc3onc(C)c3C)cc2)cc1
    27	96	97	31	nt	96	97	0	95	32	95
CC(C)/C=C1\CCCCC1N(C)C(=O)NC(C)C (centres undefined)
    -4	99	103	-2	nt	100	99	-4	99	5	97
Cn1nnc2cc(C(=O)Nc3cccnc3)ccc21
    -12	103	103	49	nt	104	102	0	101	6	104
O=C1c2ccccc2-n2c1nc1ccccc1c2=O
    -14	81	77*	11	nt	82	82	9	88	13	97
O=C(COc1cccnc1[N+](=O)[O-])N1CCc2ccccc21
    -5	97	102	25	-6	97	98	0	96	11	102
COc1cc2c(cc1OC)C(C1C(=O)CC(C)CC1=O)N(C(=O)CCl)CC2 (centres undefined)
    -17	96	98	9	8	97	95	1	97	6	99

Continuation.
SMILES	Mcl1-Bid inh	Cdc42 wt GTP	Rac1 wt modul	Mcl1 Noxa PPI	Pf gametocyte	Rab2A wt mod	HRas wt GTP	Bim-Mcl-1	Rac1 mut GTP	Avidin bead fluor	Rab7 wt modul
Cc1cc(C)nc(Sc2ccc3nnnn3n2)n1	10	106	104	2	18	102	102	-1	100	35	100
O=C(CSc1nnc(Cc2cc(=O)[nH]c(=O)[nH]2)n1-c1ccc(Cl)cc1)NCC1CCCO1 (centres undefined)	12	100	101	33	4	99	98	-2	99	11	97
O=c1nc(NCc2ccco2)sc2ncccc12	-20	?	?	-7	nt	?	?	-3	?	16	?
Nc1nnc(SCC(=O)Nc2ccccc2N2CCOCC2)s1	-24	107	104	5	nt	105	105	-1	101	7	101
COc1ccc(Oc2ccc(/C=N/NC(=O)c3cccnc3)cc2[N+](=O)[O-])cc1	-14	93	96	11	1	97	97	0	95	8	104
C/C(=N\O)C1(C)N(O)C(C)(C)C(c2ccco2)=[N+]1[O-] (centres undefined)	17	98	99	16	-4	97	97	-3	99	14	97
O=C(CSc1nc2ncc(Cl)cc2[nH]1)NC1CCS(=O)(=O)C1 (centres undefined)	-15	92	96	8	2	99	97	1	95	12	100
CCOC(=O)C1=C(N)OC2=C(C(=O)CC(C)(C)C2)C1c1ccco1 (centres undefined)	-18	98	100	6	-20	101	97	-1	97	13	97
CC(=O)Nc1ccc(S(=O)(=O)N2CCN(Cc3ccccn3)CC2)cc1	29	98	99	0	nt	98	99	-1	98	8	100
CCOC(=O)/C(C#N)=C\c1ccc(N2CCN(C/C=C/c3ccccc3)CC2)cc1	-13	100	99	6	-22	97	97	-1	96	10	100
COc1ccc(C2CC(c3ccc4ccccc4c3)=NN2C(=O)CSc2ncccn2)cc1 (centres undefined)	-13	98	99	-28	nt	96	98	-4	97	12	95
CCN1C(=O)c2ccc(C(=O)NCc3ccc4c(c3)OCO4)cc2C1=O	-4	101	106	-5	nt	101	101	0	98	5	96
